# KCNQ1 block: inhibitors of human KCNQ1 potassium channel; CHO-K1 KCNQ1, FluxOR thallium flux fluorescence; hits give high values; B-score at 10 µM; actives 1.3% (n = 310,000);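 active = compounds whose thallium flux B-score, printed positive for inhibition, exceeds three library SD while starting fluorescence stays within three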;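 also: channel opened by potassium depolarization with thallium stimulus after 20 min compound exposure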
# GSK3A inh: blocks human GSK-3 alpha kinase; ADP-Glo luminescence, 60 min; inhibition, % at 10 µM; actives 0.1% (n = 320,000);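 in the data active = inhibition above about 50%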;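 also: GST-tagged GSK-3 alpha with peptide substrate and 25 µM ATP; 0% = DMSO neutral wells and 100% = GW8510 positive control wells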
# Target sequence (P49840 whole entry, looked up): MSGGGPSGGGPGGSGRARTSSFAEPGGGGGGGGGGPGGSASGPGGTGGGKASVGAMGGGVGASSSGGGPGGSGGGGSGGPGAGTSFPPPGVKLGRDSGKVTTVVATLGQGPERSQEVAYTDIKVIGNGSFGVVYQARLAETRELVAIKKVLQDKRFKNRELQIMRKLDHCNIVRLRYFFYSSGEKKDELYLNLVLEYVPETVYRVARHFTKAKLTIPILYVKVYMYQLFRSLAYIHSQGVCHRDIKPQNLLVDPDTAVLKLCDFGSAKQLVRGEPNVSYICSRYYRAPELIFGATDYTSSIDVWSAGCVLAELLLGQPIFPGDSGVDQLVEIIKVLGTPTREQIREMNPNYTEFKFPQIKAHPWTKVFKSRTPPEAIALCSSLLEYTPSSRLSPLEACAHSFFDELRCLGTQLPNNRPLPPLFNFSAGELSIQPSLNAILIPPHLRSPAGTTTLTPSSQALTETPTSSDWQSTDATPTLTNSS
# KCNK3 inh: human KCNK3 channel inhibition, primary screen. CHO-KCNK3 thallium flux, FluxOR fluorescence; hits give low values. B-score at 10 µM. actives 0.84% (n = 340,000). AID 602410;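 active = B-score under library mean minus 4 SD, starting fluorescence ratio at most library mean plus 5 SD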;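 also: more negative B-score means stronger inhibition of thallium flux through KCNK3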
# KCNQ1 act: potentiators or activators of human KCNQ1 potassium channel; P51787; CHO-K1 KCNQ1, thallium flux FluxOR fluorescence; hits give high values; B-score at 10 µM; actives 0.35% (n = 310,000); AID 2648;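 active = fluorescence ratio B-score, a plate-corrected score, at least three library SD, with initial intensity B-score within 5 SD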
#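 Test system: CHO-K1 cells stably expressing KCNQ1 / Medium: assay buffer / Also added: depolarizing K+/Tl+ stimulus, K2SO4 and Tl2SO4 each 12.5 mM in 5x stock / Incubation: 90 min dye loading and 20 min compound exposure, both at room temperature / Signal: thallium influx via FluxOR fluorescence, kinetic imaging / Evaluation: B score of baseline-normalized fluorescence ratio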
# RGS4 block: inhibitors of human RGS4; P49798; HEK293 M3R/RGS4 inducible, Fluo-4 calcium flux; hits give high values; triggered by carbachol at its EC20; B-score at 10 µM; actives 0.45% (n = 310,000);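 active = B-score, a plate-corrected calcium signal, over three deviations above library mean, with baseline fluorescence within five deviations of library mean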;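 also: RGS4 expression induced by doxycycline in cells with stable M3 receptor; B-score is computed from the integrated fluorescence ratio over baseline after carbachol; higher B-score means a larger calcium signal and so more RGS4 inhibition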
# Target sequence (P49798 whole entry, looked up): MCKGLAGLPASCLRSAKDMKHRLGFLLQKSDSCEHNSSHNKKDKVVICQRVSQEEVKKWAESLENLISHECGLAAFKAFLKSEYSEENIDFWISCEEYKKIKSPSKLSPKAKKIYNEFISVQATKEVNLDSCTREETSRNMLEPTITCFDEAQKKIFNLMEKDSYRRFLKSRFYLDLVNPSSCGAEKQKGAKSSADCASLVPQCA
# KCNK9 inh: human KCNK9 channel inhibition | Q9NPC2 | HEK293 KCNK9, FluxOR thallium flux fluorescence; hits give low values | B-score at 10 µM | actives 1.2% (n = 310,000) | AID 488922;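 active = ratio B-score over 3 SD below the library mean, with starting fluorescence within 5 SD of its mean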;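 also: negative B-score means less thallium flux so channel inhibition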
# Target sequence (Q9NPC2 whole entry, looked up): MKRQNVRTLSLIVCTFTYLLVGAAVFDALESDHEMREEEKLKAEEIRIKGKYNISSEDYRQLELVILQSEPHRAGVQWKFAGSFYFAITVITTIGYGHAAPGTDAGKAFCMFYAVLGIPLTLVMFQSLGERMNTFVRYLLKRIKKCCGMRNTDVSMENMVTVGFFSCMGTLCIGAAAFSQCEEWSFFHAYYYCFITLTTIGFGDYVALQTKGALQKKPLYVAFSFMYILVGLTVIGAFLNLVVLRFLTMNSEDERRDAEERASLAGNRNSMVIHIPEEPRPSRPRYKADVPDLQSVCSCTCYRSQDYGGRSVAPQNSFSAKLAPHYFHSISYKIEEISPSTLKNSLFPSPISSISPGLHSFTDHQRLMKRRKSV
# GSK3beta inhib: blocks human GSK3beta kinase activity. P49841. actives 0.038% (n = 300,000). activity score (negative = inhibition), % at 10 µM. GST-GSK3beta kinase, ADP-Glo luminescence, 60 min; hits give low values;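 active = more than half of replicate wells score below -50%, meaning over 50% inhibition versus plate controls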;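 also: 0% = median DMSO wells and -100% = median GW8510 positive control wells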
#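 Test system – GST-tagged human GSK3beta kinase, cell-free · Incubation – 60 min enzyme reaction, room temperature · Signal – ADP-Glo luminescence · Also added – peptide substrate and ATP at 25 µM · Controls – DMSO neutral wells and GW8510 at 20 µM as positive · Buffer or medium – Tris/MgCl2 kinase buffer · Measure – Luminescence-derived activity versus plate DMSO and GW8510 wells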
# PolyA inhibitor: yeast polyadenylation inhibition; S. cerevisiae SKY197-pL101 polyadenylation reporter, beta-gal luminescence; efflux-impaired pdr1/pdr3 knockout yeast; score 100 = 6 SD above DMSO; calls only at 12 µM; actives 0.02% (n = 300,000);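 active = lowest replicate activity score at least 50, where 100 means six control SD above control mean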;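 also: yeast exposed to compound for 9 h at 30 °C; higher score means more reporter readthrough which indicates perturbed polyadenylation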
# Dyrk1A ADPGlo: blocks rat Dyrk1A kinase activity | inhibition, % at 12.5 µM | ADP-Glo luminescence, NFATc1 peptide | AID 504441 | actives 0.43% (n = 310,000) | Q63470; in the data active = inhibition above about 50%;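 also: plate controls were vehicle with enzyme for no effect and no enzyme for full effect; many of its hits are not listed in these tables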
# hERG rescue: hERG (human) protection from proarrhythmic block | Q12809 | activation (rescue from dofetilide block), less the hit threshold, % at 10 µM | CHO-hERG, FluxOR thallium flux, dofetilide IC70 present | actives 0.51% (n = 310,000) | AID 1511;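 active = activation above the mean of controls blocked by dofetilide plus 5 SD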;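 also: thallium influx through hERG after potassium depolarization seen as dye fluorescence rise; in these data hits start at about 4.7%; inactives centre near -7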
# RGS4 act: potentiators or activators of RGS4 | HEK293 M3R/inducible RGS4, carbachol calcium flux Fluo4; hits give low values | B-score at 10 µM | actives 0.92% (n = 310,000);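 active = B-score of the integrated calcium signal more than 4 SD below the library mean, with starting fluorescence not abnormally high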;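 also: negative B-score means reduced calcium response which marks RGS4 activation or potentiation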
#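 Material: Inducible-RGS4 HEK293 cells carrying M3 receptor; also added: carbachol at ECmax as muscarinic agonist stimulus; incubation: compound preincubation 20 min at room temperature before agonist; signal: Fluo4-AM (2 µM) calcium-flux fluorescence, kinetic read; measure: integrated calcium ratio converted to B score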
# * hit, by the source's call; i = inactive; . = no result given.
SMILES,KCNQ1 block,GSK3A inh,KCNK3 inh,KCNQ1 act,RGS4 block,KCNK9 inh,GSK3beta inhib,PolyA inhibitor,Dyrk1A ADPGlo,hERG rescue,RGS4 act
Cc1cc(C)cc(NC(=O)C2CC(=O)n3ncnc3N2)c1 (stereo not given),i,-3,i,i,i,i,4,i,0,-14,i
S=C(Nc1ccc(Oc2ccccc2)cc1)NC1CCCCCC1,i,-1,i,i,i,i,-2,i,-6,-12,i
Nn1c(Cc2cccc3ccccc23)nnc1SCc1ccc(Cl)c(Cl)c1,i,0,i,i,i,i,4,i,2,-6,i
COc1ccc(OCCNS(=O)(=O)c2ccc3oc4ccccc4c3c2)cc1,i,-1,i,i,i,i,3,i,-2,-11,i
C(=N\c1nc2ccccc2n1CCN1CCOCC1)/c1cccs1,i,0,i,i,i,i,-1,i,-1,-3,i
COc1ccc(Cl)cc1NC(=O)c1noc2c1CCCC2,i,-1,i,i,i,i,-1,i,3,-14,i
CCCCn1c(N)c(N(CC(C)C)C(=O)CSCc2ccc(Cl)c(Cl)c2)c(=O)[nH]c1=O,i,.,i,i,i,i,-4,i,13,-12,i
O=C(N/N=C1/CCCc2ccccc21)c1cc([N+](=O)[O-])cc([N+](=O)[O-])c1,i,2,.,i,i,i,4,i,.,-15,i
CCOC(=O)/C(=C/c1ccco1)NC(=O)c1ccc(Br)o1,i,-3,i,i,i,i,2,i,1,-15,i
CCN(CC)c1ccc(C=C2C(=O)OC3(CCCC3)OC2=O)cc1,i,-1,i,i,i,i,1,i,-5,-22,i
CC1(C)CC(=O)C2=C(C1)NC(=O)NC2c1ccccc1 (stereo not given),i,6,i,i,i,i,-2,i,0,-20,i
O=C(c1cc2c(s1)CCCC2)N1CCN(C(=O)C2CCCO2)CC1 (stereo not given),i,0,i,i,i,i,1,i,3,-8,i
CCc1ccc(Nc2ccc(C(=O)O)cc2[N+](=O)[O-])cc1,i,-1,i,i,i,i,2,i,-3,-3,i
COc1cccc(NS(=O)(=O)c2csc(C(N)=O)c2)c1,i,1,i,i,i,i,1,i,-3,-4,i
O=c1c(-c2n[nH]c(=S)n2-c2ccccc2)cccn1Cc1cccc(Cl)c1,i,-6,i,i,i,i,2,i,.,1,i
C#Cc1ccc([C@@H]2C=C(C(=O)N3CCN(Cc4ccccc4)CC3)O[C@H](OCCCCO)C2)cc1,i,-1,i,i,i,i,-4,i,6,-13,i
CNC(=O)Cn1ncc2c(C)n(Cc3ccc(C)cc3)c(C)c2c1=O,i,2,i,i,i,i,-3,i,-25,-8,i
COc1cc2c(cc1OC)/C(=C/C(=O)c1ccc(NC(C)=O)cc1)NCC2,i,-1,i,i,i,i,2,i,-1,-7,i
COc1ccccc1N(C)S(=O)(=O)c1ccc(C(=O)OCC(=O)NCc2ccco2)cc1,i,0,i,i,i,i,-4,i,3,-16,i
CC(C)(C)c1cc(CN(CCO)CCO)cc(C(C)(C)C)c1O,i,-1,i,i,i,i,-3,i,0,-7,i
O=C(Nc1nccs1)c1ccc(N2C(=O)C3CCCCC3C2=O)cc1 (stereo not given),i,0,i,i,i,i,3,.,1,-6,i
O=c1c2ccccc2sc2nc(C3CCCCC3)n(Cc3ccco3)c(=O)c12,i,.,i,i,i,i,-5,i,6,-14,i
C[N+]1(CC(=O)Nc2ccccc2Cl)CCN(C(=O)c2cccs2)CC1,i,-1,i,i,i,i,0,i,-4,-10,i
CCOC(=O)N1CCN(Cc2nc3c(c(=O)[nH]c(=O)n3C)n2Cc2ccccc2C)CC1,i,0,i,i,i,i,-7,i,5,-8,i
CCn1cc(CN2CCC(n3nccc3NC(=O)c3ccccc3C)CC2)cn1,i,-1,i,i,i,i,1,i,-5,-12,i
O=C(CCNS(=O)(=O)c1ccccc1)N1CCC(Cc2ccccc2)CC1,i,-2,i,i,i,i,1,i,-6,-10,i
Cc1nn(-c2ccccc2)c(Cl)c1/C=N/Nc1nc2ccccc2[nH]1,i,1,i,i,i,i,-5,i,-2,-4,i
CNC(=O)c1nnsc1S(=O)(=O)c1ccc(Cl)cc1,i,.,i,i,i,i,3,i,-2,-15,i
Cc1ccc(-n2ncc3c(N4CCC5(CC4)OCCO5)ncnc32)c(C)c1,i,-1,i,i,i,i,-1,i,-1,-17,i
CC1CN(C(C)C(=O)NC(c2ccccc2)c2ccccc2)CC(C)O1 (stereo not given),i,-1,i,i,i,i,-3,i,-2,-2,i
COc1ccccc1N(C(=O)CN1C(=O)c2ccccc2S1(=O)=O)C(C(=O)NCC1CCCO1)c1ccc(F)cc1 (stereo not given),i,-1,i,i,i,i,1,i,-5,-5,i
O=C(CNC(=O)c1ccc(Br)cc1)NCCc1nc2ccccc2[nH]1,i,.,i,i,i,i,3,i,-9,-12,i
Cc1cccc(NC(=O)c2ccc(COc3ccccc3[N+](=O)[O-])o2)n1,i,0,i,i,i,i,-4,i,2,-1,i
COc1ccccc1CNC(=O)COC(=O)c1ccccn1,i,-1,i,i,i,i,-1,i,4,-5,i
O=S(=O)(NCCc1cn2ccccc2n1)c1ccc(-c2ccccc2)cc1,i,-1,i,i,i,i,3,i,0,-11,i
COc1ccc(OC)c(Nc2cc(C)nc3ccccc23)c1,i,5,i,i,i,i,0,i,8,-10,i
O=C1CC(c2cccs2)Cc2nc(NC(=O)C3CC3)ncc21 (stereo not given),i,14,i,i,i,i,0,i,.,-5,i
Cc1ccc2nsnc2c1N,i,-1,i,i,i,i,2,i,.,-12,i
COc1cccc(Nc2nc3ccc(OC)cc3s2)c1,i,-1,i,i,i,i,-1,i,.,-6,i
C=CCNc1nc(C(=O)OCC(=O)Nc2cc(S(C)(=O)=O)ccc2Cl)cs1,i,1,i,i,i,i,-4,i,-5,-7,i

# Laid out differently: two of the compounds above
# Sequence of screens – KCNQ1 block, GSK3A inh, KCNK3 inh, KCNQ1 act, RGS4 block, KCNK9 inh, GSK3beta inhib, PolyA inhibitor, Dyrk1A ADPGlo, hERG rescue, RGS4 act
CC1CN(C(C)C(=O)NC(c2ccccc2)c2ccccc2)CC(C)O1 (stereo not given)
    i, -1, i, i, i, i, -3, i, -2, -2, i
O=C(c1cc2c(s1)CCCC2)N1CCN(C(=O)C2CCCO2)CC1 (stereo not given)
    i, 0, i, i, i, i, 1, i, 3, -8, i

# Remaining list, next part
SMILES,KCNQ1 block,GSK3A inh,KCNK3 inh,KCNQ1 act,RGS4 block,KCNK9 inh,GSK3beta inhib,PolyA inhibitor,Dyrk1A ADPGlo,hERG rescue,RGS4 act
COc1ccc(/C=N/NC(=O)c2c([N+](=O)[O-])c(C)nn2C)cc1,i,1,i,i,i,i,-2,i,12,-3,i
Cc1cc(NC(=O)c2cc(C(C)(C)C)oc2C)no1,i,-4,i,i,i,i,-1,i,.,-6,i
O=C(N/N=C/c1ccco1)c1ccccn1,i,-1,i,i,i,i,0,i,0,-1,i
COc1ccc2c(CC(=O)Nc3nnc(C4CC4)s3)coc2c1,i,-4,i,i,i,i,4,i,-3,-6,i
Nc1c2c(nc3sc4c(c13)CCCCC4)CCCCC2,i,11,i,i,i,i,-2,i,-4,-15,i
COC(=O)c1ccc(COc2ccccc2/C=N/O)o1,i,-1,i,i,i,i,-12,i,.,-2,i
O=C(NCc1nnc2c(C(F)(F)F)cc(Cl)cn12)c1ccc(Br)o1,i,-1,i,i,i,i,1,i,2,-12,i
C/C=C/C=N/Nc1nc(-c2ccc([N+](=O)[O-])cc2)cs1,i,-2,i,i,i,i,-6,i,-6,-7,i
Cc1ccoc1C(=O)N1CCCC(CO)(Cc2ccc(F)cc2)C1 (stereo not given),i,-1,i,i,i,i,1,i,5,-8,i
CNC(=O)c1ccc2c(c1)nnn2C,i,2,i,i,i,i,1,i,4,-4,i
Cc1ccc(C(=O)/C=C2/NC(=O)CS2)cc1,i,-3,i,i,i,i,1,i,-1,-11,i
O=C(NCc1cccc(Cl)c1)C1CCN(S(=O)(=O)c2ccc(F)cc2)CC1,i,4,i,i,i,i,11,i,-3,-7,i
CCC(=O)NC(=S)Nc1ccccc1C(=O)NC1CCCCC1,i,-1,i,i,i,i,-1,i,-7,-6,i
CCN(CC)S(=O)(=O)c1ccc(NC(=O)c2ccc(NS(C)(=O)=O)cc2)cc1,i,-3,i,i,i,i,1,i,.,-6,i
COc1cc(NC(=O)CN(c2ccc(C)cc2)S(=O)(=O)c2c(C)noc2C)cc(OC)c1,i,-3,i,i,i,i,0,i,-2,-9,i
CN(C)c1ccc(NC2=C([N+](=O)[O-])CS(=O)(=O)C2)cc1,i,-6,i,i,i,i,3,i,-4,-9,i
O=C(Cc1cccc2ccccc12)N/N=C/c1ccc(O)c([N+](=O)[O-])c1,i,-1,i,i,i,i,3,i,-1,-5,i
O=C(Nc1ccc(O)c2c(=O)cc(-c3ccccc3Cl)oc12)c1cccc(Cl)c1,i,-2,i,i,i,i,-1,i,13,-1,i
O=c1[nH]cnc2ccccc12,i,-1,i,i,i,i,-2,i,.,-7,i
COc1ccc(N(CC(=O)O)S(=O)(=O)c2ccc(OC)c(OC)c2)cc1,i,3,i,i,i,i,6,i,-3,-9,i
CC1(C)Cc2cccc(OCC(=O)N3CCN(c4cccc(Cl)c4)CC3)c2O1,i,-1,i,i,i,i,1,i,7,-13,i
CCOCC(=O)N1CCN(c2ccccc2OC)CC1,i,0,i,i,i,i,2,i,-1,-11,i
Cc1ccc(C)c(Cn2c(=O)n(C)c(=O)c3sccc32)c1,i,-1,i,i,i,i,-3,i,1,-4,i
CCCS(=O)(=O)n1nc(-c2ccc(OC)cc2)cc1N,i,0,i,i,i,i,1,i,0,-9,i
Cc1ccc2[nH]c(CN3CCN(C)C(CCO)C3)c(C)c2c1 (stereo not given),i,-3,i,i,i,i,-1,i,.,-2,i
COc1ccc(C(=O)NC2CC3CCCC(C2)N3Cc2ccccc2)c(OC)c1 (stereo not given),i,0,i,i,i,i,-6,i,4,-7,i
CCCN1CCOC(CC(=O)Nc2ccc([N+](=O)[O-])cc2)C1=O (stereo not given),i,-7,i,i,i,i,4,i,-4,-7,i
O=C(/C=C/c1ccccc1)Nc1cc(S(=O)(=O)N2CCOCC2)ccc1N1CCCC1,i,4,i,i,i,i,0,i,0,-6,i
Cc1c(NC(=O)CSc2cccc3cccnc23)c(=O)n(-c2ccccc2)n1C,i,.,i,i,i,i,2,i,-1,-10,i

# Source: PubChem (several laboratories)

# Not all compounds are listed; rates above refer to the full screens.
